Screening results (PubChem BioAssay)
BoNT F protease = inhibitors of Botulinum neurotoxin F light chain protease; Multiplex microsphere protease cleavage assay, flow cytometry; 360,000 tested, 0.22% active; inhibition, % at 10 µM; in the data active = inhibition above about 35%, passing the limit was not always enough; inconclusive = no clear call, values can overlap the other calls; note: plate controls were buffer without enzyme for full effect and enzyme alone for no effect
FadD28 binding = M. tuberculosis FadD28 bisubstrate binding inhibition; FadD28 bisubstrate probe binding, fluorescence polarization; inhibition, % at 12.5 µM; 360,000 tested, 0.22% active; AID 588549; in the data active = inhibition above about 8.5%, passing the limit was not always enough; inconclusive = no clear call, values can overlap the other calls
Anthrax LF prot = inhibitors of Bacillus anthracis lethal factor protease | 360,000 tested, 0.12% active | inhibition, % at 10 µM | P15917 | multiplex microsphere protease cleavage assay, LF; note: plate controls were buffer without enzyme for full effect and enzyme alone for no effect
BoNT A protease = BoNT A light chain protease inhibition; multiplex microsphere protease substrate cleavage, flow cytometry; AID 588499; inhibition, % at 10 µM; 360,000 tested, 0.17% active; note: plate controls were buffer without enzyme for full effect and enzyme alone for no effect
CCHFV vOTU inh = blocks the CCHF virus ovarian tumor domain protease. CCHFV vOTU protease, Pep-AMC fluorescence. inhibition, % at 11.5 µM. 370,000 tested, 0.55% active. AID 651958; in the data active = inhibition above about 30%; note: 0% = vehicle wells with enzyme and 100% = no enzyme wells
Yp Topo-I inh = inhibitors of Yersinia pestis topoisomerase I; Y. pestis Topo-I cleavage product accumulation, plate reader; activity, % at 10 µM; 360,000 tested, 0.064% active; AID 504884; in the data active = activity above about 50%, passing the limit was not always enough; inconclusive = no clear call, values can overlap the other calls; note: inactives centre near 2
PfHsp40 yeast = restores yeast growth despite PfHsp40 toxicity. 340,000 tested, 0.68% active. growth rescue, % at 12.5 µM. AID 504582. S. cerevisiae expressing PfHsp40, growth rescue, ATP luminescence; in the data active = growth rescue above about 28%, passing the limit was not always enough; inconclusive = no clear call, values can overlap the other calls;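 note: yeast W303a lacking pdr1 and pdr3 grown in galactose medium; growth measured after three days at 30 °C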
PrPC TRFRET = reduces human prion protein on the cell surface. cell surface PrPC, TR-FRET read-out. inhibition, % at 13.8 µM. 370,000 tested, 0.43% active. AID 720596. P04156; in the data active = inhibition above about 24%; note: 0% = median of the test wells and 100% = reference compound wells
TcdB inh = inhibitors of Clostridioides difficile toxin B glycohydrolase; P18177; inhibition, % at 9.99 µM; TcdB glycohydrolase enzymatic assay, plate reader; 350,000 tested, 0.24% active; in the data active = inhibition above about 10%
Target sequence (P18177 whole entry, looked up): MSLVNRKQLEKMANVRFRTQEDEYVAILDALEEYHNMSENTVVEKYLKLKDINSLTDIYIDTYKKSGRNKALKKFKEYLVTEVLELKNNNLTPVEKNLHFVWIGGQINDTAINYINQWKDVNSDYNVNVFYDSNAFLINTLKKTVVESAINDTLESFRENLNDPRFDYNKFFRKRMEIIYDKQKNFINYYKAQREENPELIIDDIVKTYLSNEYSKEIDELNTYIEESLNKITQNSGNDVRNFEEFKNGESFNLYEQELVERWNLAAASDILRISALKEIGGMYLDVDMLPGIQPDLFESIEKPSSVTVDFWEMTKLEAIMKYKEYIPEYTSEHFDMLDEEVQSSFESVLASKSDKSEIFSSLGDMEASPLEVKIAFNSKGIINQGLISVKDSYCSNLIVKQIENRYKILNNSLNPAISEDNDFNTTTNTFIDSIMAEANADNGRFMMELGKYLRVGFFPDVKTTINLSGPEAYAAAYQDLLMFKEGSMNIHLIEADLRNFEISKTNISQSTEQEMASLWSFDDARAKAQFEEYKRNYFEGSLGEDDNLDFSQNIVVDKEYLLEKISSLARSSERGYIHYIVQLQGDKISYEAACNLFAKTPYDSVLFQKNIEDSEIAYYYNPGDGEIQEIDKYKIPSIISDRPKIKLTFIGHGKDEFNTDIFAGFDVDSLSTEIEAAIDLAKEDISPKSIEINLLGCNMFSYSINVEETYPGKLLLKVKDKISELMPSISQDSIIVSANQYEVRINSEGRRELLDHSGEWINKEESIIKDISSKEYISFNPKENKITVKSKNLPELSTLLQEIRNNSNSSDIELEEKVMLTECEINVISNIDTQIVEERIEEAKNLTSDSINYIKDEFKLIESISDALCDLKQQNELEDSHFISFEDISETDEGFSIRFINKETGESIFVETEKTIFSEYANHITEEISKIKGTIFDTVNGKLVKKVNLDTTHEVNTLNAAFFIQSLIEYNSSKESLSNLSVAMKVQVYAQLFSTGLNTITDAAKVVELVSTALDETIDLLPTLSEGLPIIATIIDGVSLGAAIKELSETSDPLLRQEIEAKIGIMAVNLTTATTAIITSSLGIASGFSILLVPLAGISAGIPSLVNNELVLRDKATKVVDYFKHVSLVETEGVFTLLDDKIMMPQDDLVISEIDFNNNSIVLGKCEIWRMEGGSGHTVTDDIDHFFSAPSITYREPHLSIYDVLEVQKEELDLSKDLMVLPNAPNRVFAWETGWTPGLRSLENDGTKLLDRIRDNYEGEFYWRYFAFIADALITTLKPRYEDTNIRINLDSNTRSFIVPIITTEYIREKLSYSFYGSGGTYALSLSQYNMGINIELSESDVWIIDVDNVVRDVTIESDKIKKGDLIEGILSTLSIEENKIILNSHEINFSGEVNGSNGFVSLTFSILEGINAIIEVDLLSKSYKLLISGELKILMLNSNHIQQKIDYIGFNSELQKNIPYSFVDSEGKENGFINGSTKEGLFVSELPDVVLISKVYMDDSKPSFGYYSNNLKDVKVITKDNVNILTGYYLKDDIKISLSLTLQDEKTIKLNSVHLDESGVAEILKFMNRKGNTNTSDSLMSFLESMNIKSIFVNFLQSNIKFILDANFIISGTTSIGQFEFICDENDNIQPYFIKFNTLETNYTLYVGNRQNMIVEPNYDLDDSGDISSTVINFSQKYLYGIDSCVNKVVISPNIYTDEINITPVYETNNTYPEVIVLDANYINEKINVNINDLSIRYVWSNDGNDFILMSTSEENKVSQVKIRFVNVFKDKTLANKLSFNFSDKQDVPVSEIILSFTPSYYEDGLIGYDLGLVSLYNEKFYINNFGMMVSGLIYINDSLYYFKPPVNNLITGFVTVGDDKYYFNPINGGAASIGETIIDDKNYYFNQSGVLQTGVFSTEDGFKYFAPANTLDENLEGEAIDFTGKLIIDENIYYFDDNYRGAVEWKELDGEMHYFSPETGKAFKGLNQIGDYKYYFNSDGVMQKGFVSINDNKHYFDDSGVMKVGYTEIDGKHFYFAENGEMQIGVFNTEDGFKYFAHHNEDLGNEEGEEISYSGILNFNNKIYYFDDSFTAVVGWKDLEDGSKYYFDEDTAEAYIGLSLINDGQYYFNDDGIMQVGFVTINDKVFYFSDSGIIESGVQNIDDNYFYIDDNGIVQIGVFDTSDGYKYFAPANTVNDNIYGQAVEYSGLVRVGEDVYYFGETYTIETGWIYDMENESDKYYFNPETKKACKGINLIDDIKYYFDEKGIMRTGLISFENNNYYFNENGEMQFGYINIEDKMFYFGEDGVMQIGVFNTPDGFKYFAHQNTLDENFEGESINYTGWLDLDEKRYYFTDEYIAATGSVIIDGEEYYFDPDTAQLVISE
Active calls of the source: *; ? = inconclusive; / = not tested or not shown. Cut-off read from the data, not from the text of the source, unless noted: active = inhibition above about 30%; inconclusive = no clear call, values can overlap the other calls; inactive = below that.

SMILES	BoNT F protease	FadD28 binding	Anthrax LF prot	BoNT A protease	CCHFV vOTU inh	Yp Topo-I inh	PfHsp40 yeast	PrPC TRFRET	TcdB inh
Cc1ccc(C(=O)c2oc3ccccc3c2NC(=O)c2cc(-c3ccccc3O)n[nH]2)cc1	-3	-2.3	2	0.5	2	36	0.4	2	/
N#Cc1nc(-c2ccccc2)oc1NCCCn1ccnc1	9	-1.3	-2	-0.8	-43	4	-1.1	2	-0.4
O=C(/C=C/c1ccc(OCCCF)cc1)N1CCOCC1	4	-2.2	-2	-0.6	1	-2	-1.2	-3	0.8
COc1cccc(NC(=O)CSc2nnc(COc3ccc4c(c3)CCCC4)o2)c1	?	-4.7	0	1.1	12	15	0.0	4	/
O=C(NCCCN1CCOCC1)c1cc(S(=O)(=O)N2CCCCC2)ccc1Cl	-4	-2.0	-3	-0.4	-18	3	/	-3	0.5
CCCn1nc(C(=O)NNC(=O)CSCC(=O)Nc2cc(C)on2)c2ccccc2c1=O	-4	-3.5	6	2.4	3	3	0.3	-2	-2.5
CC(C)(C)NC(=O)C(c1ccccn1)N(C(=O)c1csnn1)C1CCCC1 (configuration not stated)	8	0.2	-1	0.6	-11	-1	-1.7	-1	0.3
CN1CCN(C(=O)c2ccc3c(c2)N(Cc2ccccc2F)C(=O)c2ccccc2S3=O)CC1 (configuration not stated)	-1	-1.0	-8	-0.5	1	4	-0.2	0	-0.4
CC(C)(C)Cc1c(-c2ccc(F)cc2)nc2ccc(Br)cn12	-6	-0.6	-2	0.3	15	2	/	9	-2.3
c1ccc(CSc2nnc(SCc3ccccn3)s2)nc1	-5	0.1	-2	-0.5	1	-7	-1.3	6	/
O=C(Nc1ncc(Cc2ccccc2)s1)C1COc2ccccc2O1 (configuration not stated)	?	2.4	?	?	9	-9	-0.2	7	/
CCN(CC)c1ccccc1	-2	0.1	-8	-0.1	1	3	-0.8	11	-4.2
C=CCNc1cnn(CC(C)=O)c(=O)c1Br	6	-0.3	0	0.2	7	4	-1.8	-1	/
O=C(Nc1cccc(NC(=O)c2cccc(F)c2)n1)c1cccc(F)c1	2	0.2	-3	0.6	-13	-7	1.0	-4	0.5
COc1cccc(C2C(C(=O)OC(C)C)=C(C)Nc3ncnn32)c1 (configuration not stated)	-5	-4.1	-10	?	-12	-6	0.5	15	/
CCc1noc(C)c1C(=O)Oc1ccc(N(C)S(=O)(=O)c2ccccc2)cc1	-7	-3.2	-1	1.3	7	6	1.7	0	1.5
O=C(c1ccccc1)c1n[nH]c(-c2ccccc2)cc1=O	-2	-1.8	4	-0.2	-1	3	-0.4	6	0.0
CCc1ccc(C2=NN(C(C)=O)C(c3ccco3)C2)cc1 (configuration not stated)	1	1.0	-4	-0.4	0	5	-0.9	1	1.9
Cc1c(C(=O)Nc2ccc3c(c2)OCO3)sc2ncn(CC(=O)N3CC(C)CC(C)C3)c(=O)c12 (configuration not stated)	2	-2.8	-3	-0.4	-5	8	0.9	5	/
CC(=O)c1cn(N2CCCCC2)c(=O)[nH]c1=O	-23	-1.3	-12	0.0	7	3	-2.4	3	-0.5
C=CCc1c(C)nc(C)nc1N/N=C/c1ccccc1O	-13	-2.5	-6	-2.1	-7	7	-0.1	-6	/
Cc1sc2c(c1C)C(c1cccs1)=NCC(=O)N2CC(=O)NCc1cccs1	-13	0.8	-7	-1.0	-7	6	0.9	-5	2.2
CCOc1ccc(/C=N/NC(=O)c2[nH]ncc2Br)c(O)c1	-2	-3.2	0	-0.1	0	9	-0.7	10	0.4
CCc1nnc(NC(=O)c2ccc(C)o2)s1	4	-1.2	1	0.1	1	4	-0.3	7	1.5
COc1ccc(-n2ncc3c(=O)n(Cc4c(F)cccc4Cl)cnc32)cc1	-1	-0.1	0	0.3	-22	-9	-0.7	-5	-0.2

(listing goes on)
SMILES	BoNT F protease	FadD28 binding	Anthrax LF prot	BoNT A protease	CCHFV vOTU inh	Yp Topo-I inh	PfHsp40 yeast	PrPC TRFRET	TcdB inh
CC12CCCC(CC(=O)O)(C1)NC(=O)C2 (configuration not stated)	0	-1.2	1	0.7	3	0	-0.2	5	1.4
CC(C)NC(=O)c1csc([C@@H]2O[C@H](CO)[C@H](O)[C@H](O)[C@H]2O)n1	4	-2.1	-2	0.4	1	2	/	-2	0.2
COc1ccc(Nc2nc(N3CCCCC3)nc3ccccc23)c(OC)c1	-19	-1.0	0	-4.0	-4	-7	-0.6	0	/
CCCCCOC(=O)C1[C@H]2C(=O)N(Cc3cccs3)C[C@]23C=C[C@H]1O3 (some centres not stated)	-12	-3.5	-10	-2.9	3	0	0.7	1	/
Cc1cc(N2CCN(Cc3ccccc3)CC2)n2nc(C)c(-c3ccccc3)c2n1	-10	-2.1	-4	-4.7	-9	1	0.6	6	/
Cc1cnc(C(=O)Nc2nc(-c3ccccc3)cs2)cn1	-7	0.2	1	-0.9	-1	0	-0.5	-5	/
CCCCCCNCC(=O)N1CCC(Cc2ccccc2)CC1	-9	-0.1	0	0.8	-5	3	-1.5	-8	-0.2
Cn1c(C(C#N)C(=O)c2sc3ccccc3c2Cl)nc2ccccc21 (configuration not stated)	-6	0.8	6	1.1	8	2	-0.1	2	/
COCCCN(C(=S)Nc1cc(Cl)cc(Cl)c1)C(C)c1ccccn1 (configuration not stated)	-13	-3.3	2	-0.6	3	19	0.1	4	1.9
CN(C)S(=O)(=O)c1ccc(NC(=O)N2CCN(c3ccccc3Cl)CC2)cc1	18	-0.3	2	-0.7	-2	1	0.0	0	/
Cc1cc(NC(=O)CN2CC(C)OC(C)C2)n(-c2nc3ccccc3s2)n1 (configuration not stated)	6	-1.7	-1	0.0	/	-5	-0.7	/	/
COc1ccc(/C=C/c2nnc(NC(C)=O)s2)cc1	?	-3.1	-5	-1.9	-1	8	0.7	-11	-0.3
CCCn1nc(NC(=O)C(C)C)c2cc3cc(OC)ccc3nc21	-10	-2.9	6	3.6	-19	-2	0.1	-14	0.6
CCCCCCCC(=O)NC(Nc1ccc(S(N)(=O)=O)cc1)C(Cl)(Cl)Cl (configuration not stated)	-13	-7.1	-4	0.0	6	5	3.1	-2	/
CC(=O)Nc1ccc(NC(=O)COC(=O)/C(=C/c2ccccc2)n2nnnc2C)cc1	2	1.3	-2	-1.0	6	-4	-0.8	1	1.1
COc1ccccc1C(=O)NCCCCNC(=O)c1ccccc1OC	?	-0.5	14	5.5	-2	-6	0.7	-1	0.5
O=C1CCCCC1C(Nc1ccc(Cl)cc1)c1ccccc1 (configuration not stated)	-2	1.4	-11	-0.7	11	2	1.5	22	/
C=CCN1CCN(C(=O)CCc2ccccc2)CC1	-8	-2.3	3	0.5	-8	-5	-0.2	-2	1.9
CCC(=O)N/N=C(\C)CC(=O)Nc1ccccc1-c1ccccc1	-3	-2.4	-2	-0.5	-4	2	-1.5	-2	1.6
COc1cccc(C(=O)C2CCCN(Cc3cccn3-c3cccnc3)C2)c1 (configuration not stated)	-2	-0.9	0	-0.4	-7	24	0.6	-3	1.4
O=C1c2cccc3cc([N+](=O)[O-])cc(c23)C(=O)N1c1nncs1	-5	-3.6	-1	0.7	1	-8	-0.7	-10	1.0
COc1ccc(N(C(=O)CNC(=O)c2ccco2)C(C(=O)NC2CCCCC2)c2ccco2)cc1 (configuration not stated)	-4	0.3	-2	-0.7	18	1	0.1	2	/
COc1ccc(C(=O)NC(C)C2CC3CCC2C3)cc1 (configuration not stated)	?	-0.3	-8	?	2	-5	-1.2	12	-2.2
CC(=O)Nc1ccccc1C(=O)C(=O)Nc1cccc(Br)c1	-3	-1.9	-8	-0.4	-16	-8	0.9	-4	0.9
O=S1(=O)CC(N2CCN(CCO)CC2)CN1Cc1cn(Cc2ccc(Cl)cc2)nn1 (configuration not stated)	6	/	8	-0.1	-2	/	/	2	0.4

Whole records as entered above:
Entry for CCCn1nc(NC(=O)C(C)C)c2cc3cc(OC)ccc3nc21 : BoNT F protease = -10; FadD28 binding = -2.9; Anthrax LF prot = 6; BoNT A protease = 3.6; CCHFV vOTU inh = -19; Yp Topo-I inh = -2; PfHsp40 yeast = 0.1; PrPC TRFRET = -14; TcdB inh = 0.6
Entry for CCC(=O)N/N=C(\C)CC(=O)Nc1ccccc1-c1ccccc1 : BoNT F protease = -3; FadD28 binding = -2.4; Anthrax LF prot = -2; BoNT A protease = -0.5; CCHFV vOTU inh = -4; Yp Topo-I inh = 2; PfHsp40 yeast = -1.5; PrPC TRFRET = -2; TcdB inh = 1.6
Entry for Cc1cnc(C(=O)Nc2nc(-c3ccccc3)cs2)cn1 : BoNT F protease = -7; FadD28 binding = 0.2; Anthrax LF prot = 1; BoNT A protease = -0.9; CCHFV vOTU inh = -1; Yp Topo-I inh = 0; PfHsp40 yeast = -0.5; PrPC TRFRET = -5; TcdB inh = /

(listing goes on)
SMILES	BoNT F protease	FadD28 binding	Anthrax LF prot	BoNT A protease	CCHFV vOTU inh	Yp Topo-I inh	PfHsp40 yeast	PrPC TRFRET	TcdB inh
COc1ccc(/C=C/C(=O)OCC(=O)c2ccc(S(=O)(=O)N3CCCCC3)cc2)cc1OC	2	-3.6	3	1.6	20	16	0.9	7	-1.3
Cc1ccccc1NC(=O)c1cccc(Cn2cc(Br)c([N+](=O)[O-])n2)c1	-23	-2.6	-3	-0.4	4	10	3.8	-13	/
CCn1c(SCc2nnc(-c3ccccc3)o2)nnc1-c1ccc(S(=O)(=O)N2CCCC2)cc1	-3	-3.4	0	-1.3	-5	15	0.0	0	-0.1
C/C(CC(=O)Nc1cccc(C(F)(F)F)c1)=N\NC(=O)Cc1ccccc1	-3	-1.4	-7	-0.4	6	14	0.5	6	0.9
C[C@H](CO)N1C[C@H](C)[C@@H](CN(C)S(=O)(=O)c2ccc(F)cc2)Oc2c(NC(=O)c3ccncc3)cccc2C1=O	-3	0.7	-5	-0.1	6	7	-1.3	6	-0.6
CCN1CCN(C(=O)CN2C(=O)COc3ccc(C)cc32)CC1	-8	0.7	-7	-3.1	-7	-3	-0.9	-5	1.7
CCCn1c(=O)c(C(=O)NNC(=O)Cc2ccccc2)c(O)c2ccccc21	6	/	0	0.0	9	3	-0.7	0	0.2
CC(=O)C1=C(O)C(=O)N(Cc2ccccc2)C1c1cccs1 (configuration not stated)	-4	0.7	-1	-0.5	-1	5	1.1	9	/
COc1cc(SC)ccc1C(=O)N1CCc2ccccc21	3	-2.0	9	-1.5	1	10	0.4	11	1.6
N/C(COc1ccc(F)cc1)=N\NC(=O)c1cccnc1Oc1ccccc1	-8	-1.6	-1	-0.1	-1	3	-1.5	-3	/
O=C(Nn1cnnc1)c1ccccc1Cl	-10	-2.6	-1	3.0	-11	-7	-0.7	9	1.9
CN(CC(=O)Nc1ccccc1Br)C(=O)CCSc1ccc(F)cc1	5	-0.2	6	1.3	-6	1	0.8	4	1.4
O=C(c1cc(F)c(F)cc1Cl)N1CCN(c2ncccn2)CC1	12	1.7	-6	-1.8	-10	6	-1.4	8	1.4
O=C(NC1CS(=O)(=O)CC1NCc1ccco1)c1ccccc1 (configuration not stated)	?	-2.3	-5	-0.5	7	-1	0.5	-4	/
CN1C(=O)/C(=C2\SC(N3CCCCCC3)=NC2=O)c2ccccc21	-7	-0.3	-15	2.9	23	9	1.7	-57	3.0
COc1ccc(-n2nc(C(=O)N(C)C3CCCCC3)c3ccccc3c2=O)c(OC)c1	-2	-1.0	-2	2.2	13	17	-0.1	-6	-0.8
CCn1c(C)nc2cc(C(=O)NNC(=O)CCC3CCCC3)ccc21	2	-2.3	-1	0.3	19	5	0.5	3	-2.5
Cc1ccc(C2(C)NC(=O)N(CC(=O)Nc3cc(S(=O)(=O)N(C)C)ccc3C)C2=O)cc1 (configuration not stated)	-11	-3.0	7	1.0	6	0	-0.2	-5	-0.1
COc1ccc(C(=O)Nc2ncc3c(n2)CC(C)CC3=O)cc1 (configuration not stated)	6	-0.5	-3	0.4	21	8	1.1	6	0.7
O=C(NCC1CCCN(Cc2nccs2)C1)c1cccc2ccccc12 (configuration not stated)	-7	-0.4	-2	-3.2	-12	-1	0.2	-6	-0.5
CCOc1ccc(N(C)Cc2cc(=O)oc3ccc(OC)cc23)cc1	-6	-1.6	-11	1.4	11	16	0.6	5	0.0
